# High-throughput results from PubChem.
# GalR3 antagonist: human GalR3 antagonism; O60755; HEK293 GalR3-CNG cAMP membrane potential fluorescence; galR3 body fused to GalR1 C-terminus; inhibition, % at 3 µM; 0.44% of 360,000 active; AID 651719;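 active = inhibition above the screen-wide average plus 3 SD, cut at about 13% in these data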;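 also: forskolin and galanin both at EC90 stimulate the cells; cAMP rise reported by CNG channel membrane potential dye signal; 0% = forskolin plus galanin with DMSO and 100% = forskolin alone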
# Target sequence (O60755 1-299 limits assumed): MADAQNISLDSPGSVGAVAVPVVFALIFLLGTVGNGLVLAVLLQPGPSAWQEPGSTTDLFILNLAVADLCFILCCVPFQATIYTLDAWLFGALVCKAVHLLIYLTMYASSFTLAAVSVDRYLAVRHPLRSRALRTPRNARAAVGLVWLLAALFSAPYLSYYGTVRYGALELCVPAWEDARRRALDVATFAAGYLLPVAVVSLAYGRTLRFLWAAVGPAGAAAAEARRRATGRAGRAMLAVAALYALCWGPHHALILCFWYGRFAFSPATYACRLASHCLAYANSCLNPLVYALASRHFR
# * hit, by the source's call. Only part of the results is shown, so the mix of outcomes need not match the whole.
SMILES,GalR3 antagonist
CCOc1ccc(S(=O)(=O)N2CCN(C(=O)c3oc4ccccc4c3C)CC2)cc1,-4
CCCCCCSc1ccc(-c2nc3cnccn3c2NC2CCCCC2)cc1,-6
COc1cccc(CNc2nc3cc(-c4cccc(OC)c4)sc3c(=O)n2C)c1,-5
CN(C)CCNc1nc(-c2ccccc2F)c2sccc2n1,-5
COc1ccc(Cn2c(C)cc(O)cc2=O)cc1,-8
CC1(c2nnnn2-c2ccc3c(c2)OCCO3)CCC(=O)N1CCc1ccccc1F (centres undefined),-6
CC(C)C[C@@H]1Cc2[nH]c(=S)[nH]c(=O)c2[C@H](C)O1,-1
N#Cc1ccccc1S(=O)(=O)N1CCN(C(=O)CN(Cc2ccco2)Cc2cccs2)CC1,-7
CC1(C(=O)Nc2ccc3c(c2)OCO3)CCN1C(=O)Cc1cc(F)ccc1F (centres undefined),-4
Cc1cc(NN=Cc2ccccn2)nc2c(C)cccc12,-4
O[C@H]1C[C@H](c2ccccc2)N(CC2CCCCC2)C[C@@H]1n1cc(-c2ccc(F)cc2)nn1,-8
COc1ccc(S(=O)(=O)N2CCC[C@H]2C(=O)N2CCC[C@H]2C(=O)N[C@@H](C)c2ccccc2)cc1C,5
O=C(Nc1cc(S(=O)(=O)N2CCOCC2)ccc1N1CCOCC1)c1cccc(Cl)c1,-8
COc1ccc(Cc2nc3ccc(C(=O)NCc4cccc(C)n4)cc3o2)cc1OC,-7
O=C(O)C12C3CCC(O3)C1(C(=O)O)C1CCC2O1 (centres undefined),-4
CCOc1ccc2c(c1)C(=NNC(=O)c1ccccn1)c1cc(OCC)ccc1-2,1
Cc1cc2c(nc1C)CCCN2Cc1ccccc1C(F)(F)F,-7
C#CCNC(=O)C[C@@H]1C[C@@]2(C(=O)OC)CCCCC=C2N(Cc2ccc3c(c2)OCO3)C1=O,-4
O=C1OCCN1C(=O)[C@H]1[C@H](c2ccc([N+](=O)[O-])cc2)C(c2ccc(F)cc2)=NN1c1ccc(Br)cc1,6
CCC(=O)N1CCCC1(C)C(=O)Nc1cc(OC)ccc1OC (centres undefined),-2
CCC(C)c1ccccc1N1CC(C(=O)N2CCN(c3ccccc3)CC2)CC1=O (centres undefined),-4
CC(=O)Nc1ccc(NC(=O)C2(C)Cc3c(-c4ccccc4)ccnc3O2)cc1 (centres undefined),-4
COC(=O)[C@]12CCCCC=C1N(CCC1=CCCCC1)C(=O)[C@H](CC(=O)NCc1cccc3ccccc13)C2,-8
COCCNC(=O)/C(C#N)=C1\N=C(NC(=O)c2ccco2)c2ccccc21,-6
CC1(C(=O)NC2CCCC2)CCC(=O)N1C1CCN(Cc2ccccc2)CC1 (centres undefined),-6

# (further entries)
SMILES,GalR3 antagonist
CC(=O)N(C)c1cc([N+](=O)[O-])ccc1OCc1ccccc1,-4
CCCCN(C)C(=O)c1sc(=O)n(Cc2c(C)cccc2C)c1C,0
COc1ccc(S(=O)(=O)N(C)C[C@@H]2OCc3cnnn3CCCC(=O)N([C@@H](C)CO)C[C@H]2C)cc1,-6
CCOC(=O)C1=CCN(S(=O)(=O)c2ccccc2F)C1c1cccc(Br)c1 (centres undefined),-5
O=S(=O)(Nc1cccc(-n2cnnn2)c1)c1ccc(F)cc1,-3
Cc1ccccc1NC(=O)N(O)C1(C#N)CCCCC1,-6
O=C(c1ccccc1)N(C(=O)c1ccccc1)N1CCCC1,-7
Cc1ccc2c(c1)C(=O)N1c3cc(C)c(C)cc3NC(=O)C1C(=O)N2 (centres undefined),-5
O=C(CN(C(=O)c1ccccc1)C(=O)c1ccccc1)OCc1ccccc1,-4
O=C(c1cc(C2CC2)nn1-c1ccccc1)N1CCN(c2ccc(O)cc2)CC1,1
CCCCN1C[C@H](c2ccc(OC)cc2)[C@@H](CC(=O)Nc2ccc(Br)cc2)C1=O,-4
Nc1nnc2cc(F)ccc2n1,-3
CCCCCC(=O)N1C[C@H](n2cc(C3CC3)nn2)[C@@H](O)C[C@@H]1c1ccc(OC)cc1,-5
CSc1ncnc2c1ncn2CCCNc1ccc(C)c(C)c1,-6
CC(NC(=O)C1CCN(Cc2ccccc2)CC1)c1cccc2ccccc12 (centres undefined),-3
O=C(COC(=O)CSc1ccc(Cl)cc1)NCCc1ccccc1,-3
COc1ccccc1N1CCN(S(=O)(=O)CCNC(=O)/C=C/c2ccc3c(c2)OCO3)CC1,-2
COc1cc(OC)cc(C(=O)NC(C(=O)Nc2ccc(N3CCOCC3)cc2)C(C)C)c1 (centres undefined),-2
O=S(=O)(c1cccs1)N1CCCc2nc(-c3ccc(Br)cc3)ccc21,-6
CC1=CC(=O)C(Sc2ccc(C)cc2)=CC1=O,1
C[C@@H]1CN([C@@H](C)CO)C(=O)c2cc(Br)cnc2O[C@H]1CN(C)C(=O)Cc1cccnc1,-6
O=C(c1ccc(F)cc1)c1cccc(C(=O)c2ccc(F)cc2)n1,-6
O=C1N[C@H]2CC=C[C@H]2Nc2ccccc21,-6
COc1cc(OC)c2c(-c3cccc(-c4cccc(N)c4)c3)cc(=O)oc2c1,3
c1ccc(CNc2nc(NCc3cccs3)nc3ccsc23)cc1,-8

# (further entries)
SMILES,GalR3 antagonist
COC(=O)[C@@]1(Sc2ccccc2)CC(=O)N[C@@H]1c1ccccc1,3
Cc1c(C(=O)N/N=C/c2ccncc2)nnn1-c1nonc1N,-2
O=C(NCc1ccccc1Cl)c1csc([C@@H]2C[C@H](O)[C@@H](CO)O2)n1,-4
CC(=O)OC[C@@H]1CN(Cc2ccccc2)C[C@H](n2cnc3c(Nc4ccccc4)ncnc32)O1,-6
C[C@@H]1CNC(=O)c2c(C(=O)Nc3cccc(Cl)c3)ncn21,-7
O=C1CN(C(=O)COc2ccc(Cl)c(Cl)c2)c2ccccc2N1,-2
COCCN(C(=O)CSc1nnc(-c2ccccc2F)o1)c1c(N)n(Cc2ccccc2)c(=O)[nH]c1=O,-3
Cc1ccc(S(=O)(=O)N2CCOCC2)cc1C(=O)Nc1cc(Cl)ccc1N1CCOCC1,-2
CC(C)C[C@H]1CNC(=O)C(=O)N1CC1CCN(CCc2ccc(-c3ccccc3)cc2)CC1,-1
COC(=O)[C@]12CCCCC=C1N(Cc1ccc3c(c1)OCO3)C(=O)[C@H](CC(=O)NCc1cccc(C(F)(F)F)c1)C2,-7
O=C(NCc1ccccc1Cl)[C@H]1CCCN1C(=O)[C@H]1CCCN1,-3
COc1ccc(NC(=O)C[C@H]2C(=O)N(Cc3ccccc3)C[C@@H]2C)cc1,0
COc1ccc(CCN(C)C(=O)COC(=O)/C=C/c2ccc(C)o2)cc1OC,-2
COC(=O)c1cc2c(c3c4ccccc4n(S(=O)(=O)c4ccc(OC)cc4)c13)C(=O)N(Cc1ccco1)C2,-5
O=[N+]([O-])c1cccc(COc2ccc(CO)cc2)c1,-6
CN[C@H]1C[C@H]2c3cc(N4CCN(C)CC4)ccc3CCN2C(=O)[C@H]1[C@H](C)O,-4
CCCNC(=O)C1(C)CCN(C(=O)c2ccc3snnc3c2)C1 (centres undefined),-7
O=C(COC(=O)Cn1cc(C(F)(F)F)ccc1=O)Nc1ccc(Br)cc1F,-2
Cc1cccc(C)c1NC(=O)C(c1cc2ccccc2o1)N1CCN(C)CC1 (centres undefined),-7
CC1(C(=O)Nc2ccc3c(c2)OCCO3)CN(S(C)(=O)=O)CC(=O)N1Cc1cccc(C(F)(F)F)c1 (centres undefined),-4
CCCCNC(=O)C[C@@H]1C[C@@]2(C(=O)OC)CC(C)(C)CC=C2N(CCc2ccc(OC)c(OC)c2)C1=O,-5
CC(=O)Nc1ccc(S(=O)(=O)N2CCN(S(=O)(=O)c3cccs3)CC2)cc1,-5
CCN(c1ccc2c(c1)OCO2)S(=O)(=O)c1cc2c(cc1Br)CCN2C(=O)C1CC1,-5
COc1ccc(C(=O)c2ccc(Br)cc2)c(OC)c1OC,-4
COC(=O)c1cc2c(c3c4cc(OC)ccc4n(S(=O)(=O)c4cccc(C)c4)c13)C(=O)N(Cc1ccc(N(C)C)cc1)C2,-6

# Next records:
SMILES,GalR3 antagonist
Cc1cc(Cl)c2oc(C(=O)N3CCOCC3)c(C)c2c1,-6
CC1(Cc2cc(Cl)ccc2C(F)(F)F)C(=O)Nc2ccc(-c3ccc(F)c(Cl)c3)cc21 (centres undefined),4
CSc1ccc(/C=C/C(=O)OCC(=O)NC2CCCC2)cc1,-2
CCc1nc2ccc(C(=O)N(CC)CCN(C)C)cn2c1N(C=O)CCC(C)C,-3
COc1ccc(Cn2cc(CN3CC(N4CCCCC4)CS3(=O)=O)nn2)cc1 (centres undefined),-4
Cc1cccc(C)c1NC(=O)C(c1ccc(C(F)(F)F)cc1)n1c(=O)c(-c2ccccc2)nc2ccccc21 (centres undefined),-7
COc1cc2c(cc1OC)[N+]([O-])=C(c1ccccc1)C2=O,-8
Cc1nn(C2CCS(=O)(=O)C2)c2nc(C3CC3)cc(C(=O)Nc3ccc(C(N)=O)cc3)c12 (centres undefined),-2
Cc1ccc(S(=O)(=O)N2C[C@H]3N(C(=O)OC(C)C)N(C(=O)OC(C)C)C[C@H](OC(=O)NCc4ccco4)[C@@]3(O)C2)cc1,-4
COc1ccc(CNC(=O)Nc2nnc([C@@H]3C[C@H](O)[C@@H](CO)O3)s2)cc1,-5
CCCCCC(=O)N1C[C@H](n2cc(-c3ccc(F)cc3)nn2)[C@@H](O)C[C@@H]1c1ccc(OC)cc1,-5
O=C(c1cc(-c2ccncc2)nc2ccccc12)N1CCCC(C(F)(F)F)C1 (centres undefined),-8
CCOC(=O)[C@]12CCCC=C1N(Cc1ccco1)C(=O)[C@H](CC(=O)NCc1ccc(OC)c(OC)c1)C2,-4
O=C(Nc1c(-c2ccc(Cl)cc2)[nH][nH]c1=O)c1ccc(Br)cc1,-6
COc1ccc(CN(C)C(=O)CSc2nnc(C3CC3)n2C2CC2)cc1,-5
O=C1NC[C@H](CCCCN2CCN(CCc3ccccc3)C(=O)C2=O)N(CCc2ccc(O)cc2)C1=O,-2
CCOC(=O)[C@]12CCCC=C1N(Cc1cccc3ccccc13)C(=O)[C@H](CC(=O)NCc1cccs1)C2,-7
O=C(NCCc1ccc(F)cc1)c1ccc(S(=O)(=O)N2CCCCC2)cc1,-4
CC(C)Oc1ccc(CN2CCC2(C)C(=O)Nc2ccc(Cl)c(Cl)c2)cc1 (centres undefined),-6
CCCCNC(=O)C[C@H]1C[C@@]2(C(=O)OC)C(=C[C@H](C3CCCC3)O[C@@H]2C)N(Cc2ccccc2)C1=O,-5
O=[N+]([O-])c1cccnc1C1OCCO1,-4
Cc1ccccc1OCCC(=O)OCC(=O)Nc1ccc(C)c(S(=O)(=O)N2CCCCC2)c1,-9
Cc1cccc2sc(NC(=O)CCNC(=O)c3ccco3)nc12,-5
CCOc1ccc(NC(=O)CSc2nc3ccsc3c(=O)n2CCCCCC(=O)O)cc1,-2
COc1ccccc1Cc1c(-c2ccc(Cl)cc2)nc2ccc(Cl)cn12,-4

# (continued)
SMILES,GalR3 antagonist
O=C(Nc1ccc2nc(C(F)(F)F)[nH]c2c1)[C@@H]1O[C@H](CO)[C@@H](O)[C@H]1O,3
COc1ccc(C(N)c2csc(Nc3ccc(C(F)(F)F)cn3)n2)cc1 (centres undefined),-6
CCCCc1c(-c2ccccc2OC)ncn1CCc1cccc(Cl)c1,-8
C#CCN1CC(COc2ccccc2)Oc2cccc(Oc3ccc(SC)c(C)c3)c2S1(=O)=O (centres undefined),-6
N#Cc1ccc2[nH]cc(C3c4cc(F)ccc4C=C(c4ccsc4)N3c3ccc(C#CCCO)cc3)c2c1 (centres undefined),-7
CCOC(=O)C1Oc2ccccc2C(c2ccc(F)cc2)=C1C(=O)OC (centres undefined),-2
O=c1nc2n(CCO)c3ccccc3cc-2c(=O)[nH]1,-8
CCOC(=O)[C@]12CCCC=C1N(Cc1cccc3ccccc13)C(=O)[C@H](CC(=O)NCCCN1CCCC1=O)C2,-6
COc1ccc(Cc2c(-c3cccc(Cl)c3)nc3cc(C)c(Br)c(C)n23)c(C)c1,-4
Cc1nccn1CCC(=O)NC1CC(C)(C)Cc2c1cnn2-c1ccccc1 (centres undefined),-5
CCN1C[C@@H]2[C@@H]3C(=O)N(Cc4ccccc4)C(=O)[C@@H]3[C@](Cc3ccccc3)(C(=O)OC)N2C1=NC1CCCCC1,-11
CC(=NNc1nc2ccccc2o1)c1cc2ccccc2cn1,-2
C[C@@H]1OC(C2CCCCC2)N(C)[C@H]2C[C@H]3c4[nH]c5ccccc5c4CCN3C[C@@H]12 (some centres undefined),-8
O=C(NCc1ccccn1)[C@@H]1CCCN1C(=O)[C@@H]1CCCN1C(=O)c1ccc(Cl)cc1,-4
O=C1[C@H]2[C@@H](c3ccccc3)N[C@]3(CCCN(Cc4ccc(F)cc4)C3=O)[C@H]2C(=O)N1Cc1ccccc1,-7
CC(=O)c1ccc(Nc2nc(CN)cs2)cc1,4
CCOC(=O)CC1(CC)Oc2ccccc2N1S(=O)(=O)c1ccc(C)cc1 (centres undefined),-6

# A second format for 4 compounds above.
> CCOC(=O)C1Oc2ccccc2C(c2ccc(F)cc2)=C1C(=O)OC (centres undefined)
  GalR3 antagonist: -2

> O=c1nc2n(CCO)c3ccccc3cc-2c(=O)[nH]1
  GalR3 antagonist: -8

> CCOC(=O)[C@]12CCCC=C1N(Cc1cccc3ccccc13)C(=O)[C@H](CC(=O)NCCCN1CCCC1=O)C2
  GalR3 antagonist: -6

> COc1ccc(Cc2c(-c3cccc(Cl)c3)nc3cc(C)c(Br)c(C)n23)c(C)c1
  GalR3 antagonist: -4

# 6 entries drawn at random from those above, as already listed:
SMILES,GalR3 antagonist
COC(=O)[C@@]1(Sc2ccccc2)CC(=O)N[C@@H]1c1ccccc1,3
CCCCNC(=O)C[C@@H]1C[C@@]2(C(=O)OC)CC(C)(C)CC=C2N(CCc2ccc(OC)c(OC)c2)C1=O,-5
O=C1CN(C(=O)COc2ccc(Cl)c(Cl)c2)c2ccccc2N1,-2
Nc1nnc2cc(F)ccc2n1,-3
O=C(c1cc(C2CC2)nn1-c1ccccc1)N1CCN(c2ccc(O)cc2)CC1,1
COC(=O)c1cc2c(c3c4cc(OC)ccc4n(S(=O)(=O)c4cccc(C)c4)c13)C(=O)N(Cc1ccc(N(C)C)cc1)C2,-6
